Compound activity from PubChem.
Vif inh – HIV Vif self-association inhibitors, primary screen, imaging, HEK293T, single point. HEK293T cells, Vif self-association by quenched fluorescence, 24 h. inhibition, % at 7.49 µM. actives 0.35% (n = 340,000). AID 602346, 2012; in the data active means inhibition above about 50%, passing the limit was not always enough; further: some results filed as inactive read as strong as hits
TRPM1 prom inh – inhibitors of MITF-dependent TRPM1 promoter reporter, primary screen, cell-based, SK-MEL-5, single point, luciferase; SK-MEL-5 TRPM1 promoter luciferase, 24 h; actives 0.83% (n = 330,000); inhibition, % at 12.5 µM;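 active means mean inhibition across replicates of 60% or more, whatever share of single replicates reaches that level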; further: values of inactives mirror those of a sister screen read the other way
NR2E3 ag-1 – inhibitors of NR2E3-RetCOR corepressor binding, primary screen, NR2E3 agonist project, biochemical, TR-FRET, GST-NR2E3, biotin-RetCOR; inhibition of corepressor binding, % at 4.78 µM; 1536-well; AID 2300, 2010; actives 0.12% (n = 320,000); Photoreceptor-specific nuclear receptor (Homo sapiens), Q9Y5X4;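 active means percent inhibition above the cutoff of mean plus 3 SD of all tested compounds, set per screening campaign, cut at about 20% in these data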;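 further: 0% = DMSO wells and 100% = biotin wells as full block of FRET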
Target sequence (Q9Y5X4 whole entry, looked up): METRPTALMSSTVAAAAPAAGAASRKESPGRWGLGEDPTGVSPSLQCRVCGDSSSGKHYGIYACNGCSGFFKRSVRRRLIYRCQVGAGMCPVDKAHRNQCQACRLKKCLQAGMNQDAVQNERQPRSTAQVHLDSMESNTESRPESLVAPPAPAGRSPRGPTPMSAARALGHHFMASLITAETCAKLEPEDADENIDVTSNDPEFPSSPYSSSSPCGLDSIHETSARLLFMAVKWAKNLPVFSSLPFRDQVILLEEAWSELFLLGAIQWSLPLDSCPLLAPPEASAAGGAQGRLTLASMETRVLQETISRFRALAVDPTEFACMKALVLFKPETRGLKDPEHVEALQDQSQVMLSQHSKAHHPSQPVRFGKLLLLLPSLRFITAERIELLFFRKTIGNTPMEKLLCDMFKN
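Material: NR2E3–RetCOR corepressor complex / Amount: 1.35 nM GST-NR2E3 / Medium: Tris pH 7.5 / Compound: single nominal compound dose of 4.8 µM / Incubation: 5 h at 4 °C / Technique: TR-FRET, Eu(K)-anti-GST donor, streptavidin-D2 acceptor, ex 340, em 617/671 nm / Read-out basis: percent loss of FRET ratio relative to control wells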
CaV13 ICDI inh – Disruptors of the CACNA1D IQ motif to Ca2+-dependent inactivation inhibitor domain association, primary screening, Förster resonance energy transfer in intact living … | HEK cells, CFP/YFP FRET ICDI-IQ, plate reader, 10 min; percent FRET-ratio fall versus neutral wells | inhibition, % at 12.3 µM | actives 0.098% (n = 340,000) | AID 743397;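 active means mean replicate inhibition of at least 30% and at least 1% of replicates passing that level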;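 further: 0% = median of the neutral control wells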
PDI inh – inhibitors of human PDI, primary screen, biochemical, turbidity, single point, plate reader | inhibition, % at 10 µM | Protein disulfide-isomerase (Homo sapiens), P07237 | actives 0.052% (n = 350,000) | PDI insulin aggregation turbidity, A650, 90 min;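 active means mean inhibition across replicates of 30% or more, whatever share of single replicates reach that level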;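 further: absorbance from insulin aggregation driven by PDI reduction with DTT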
Target sequence (P07237 whole entry, looked up): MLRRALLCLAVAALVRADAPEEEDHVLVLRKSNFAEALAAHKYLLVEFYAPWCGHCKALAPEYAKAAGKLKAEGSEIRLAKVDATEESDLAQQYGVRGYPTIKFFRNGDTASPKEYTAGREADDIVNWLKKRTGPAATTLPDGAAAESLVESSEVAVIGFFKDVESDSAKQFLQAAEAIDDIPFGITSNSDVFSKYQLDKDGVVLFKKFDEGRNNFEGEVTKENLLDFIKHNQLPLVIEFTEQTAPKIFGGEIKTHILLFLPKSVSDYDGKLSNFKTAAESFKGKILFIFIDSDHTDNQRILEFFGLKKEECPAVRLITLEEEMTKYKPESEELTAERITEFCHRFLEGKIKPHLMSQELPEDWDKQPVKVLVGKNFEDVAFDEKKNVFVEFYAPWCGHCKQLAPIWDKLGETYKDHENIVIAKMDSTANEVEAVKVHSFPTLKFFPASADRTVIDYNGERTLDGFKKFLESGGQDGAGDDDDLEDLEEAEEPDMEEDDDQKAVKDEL
HIF-2a block – HIF-2a reporter inhibitors, primary screen, luminescence, 786-0 RCC cells; 786-0 RCC cells HIF-2a reporter, luciferase luminescence, overnight; inhibition, % at 18.8 µM; actives 0.72% (n = 360,000);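 active means inhibition of the luminescence signal of 40% or more relative to plate controls, in a single-dose primary screen at 18.75 µM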
Granule exo inh – LAMP-1 surface exposure blockers, TALL-104 cells – cell-based, flow cytometry, MLPCN library, primary screen | TALL-104 LAMP-1 surface exposure; cells stimulated with thapsigargin and PMA | inhibition, % at 10 µM | actives 0.66% (n = 360,000);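 active means inhibition above about 55%, limit read from the data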
aDG glyco up – activators of alpha-DG glycosylation, primary screen, uHTS, Pro5-aDG cells, AlphaScreen; alpha-DG glycosylation AlphaScreen (IIH6); 0% Pro5, 100% B10-LARGE cell signal; activation, % at 10 µM; actives 0.22% (n = 360,000); AID 624168, 2012;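 active means activation of at least 8% versus controls, or a plate z-score of at least 8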;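 further: Pro5 are CHO cells carrying HIG-tagged alpha-DG that lacks glycosylation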
NR2E3 ag-2 – NR2E3 agonists in two-hybrid cells, primary screen, cell-based, luminescence, CHO-S, Gal4-NCOR/VP16-NR2E3; Photoreceptor-specific nuclear receptor (Homo sapiens), Q9Y5X4; luciferase; inhibition of corepressor binding, % at 3.98 µM; actives 0.35% (n = 360,000); AID 602229, 2012;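 active means inhibition above the mean of all tested compounds plus 3 SD, cut at about 70% in these data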;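 further: 0% = DMSO with NR2E3 transfected cells and 100% = cells lacking NR2E3 construct; higher means lower luciferase signal from less NR2E3 corepressor binding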
Peg3 prom inh – Peg3 promoter-driven luciferase inhibitors, primary screen, cell-based, HeLa, luciferase luminescence. HeLa PEG-Prom luciferase reporter, overnight. inhibition, % at 20 µM. actives 1.7% (n = 360,000). AID 588405, 2011;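 active means inhibition of at least 50% at 20 µM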
iPSC survival up – enhancers of single-cell hiPSC survival, primary screen, ATPlite luminescence. actives 0.044% (n = 360,000). survival enhancement, % at 20 µM. 100% = ROCK inhibitor wells, 0% = DMSO; in the data active means survival enhancement above about 18%;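 further: cells exposed to compounds for 16 hours before the ATP read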
* marks the source's active call; other numbers are inactive results; · = not tested or not shown.

SMILES	Vif inh	TRPM1 prom inh	NR2E3 ag-1	CaV13 ICDI inh	PDI inh	HIF-2a block	Granule exo inh	aDG glyco up	NR2E3 ag-2	Peg3 prom inh	iPSC survival up
C=CCCC(=O)Nc1ccc(Br)cn1	-2	5	-2	-7	12	-23	-4	0.0	-12	-7	-0.2
Cc1occc1C(=O)N1CCCC(N2CCN(c3ccccc3F)CC2)C1 (stereo unspecified)	-8	4	-5	-5	12	-8	-2	0.1	4	4	1.8
COc1ccc(NS(=O)(=O)c2cc(NC(=O)Cc3n[nH]c(=O)c4ccccc34)ccc2OC)cc1	-5	-3	·	-5	-5	2	-10	-0.1	-27	15	-2.2
Cc1ccc(NC(=O)C2CC(O)CN2C(=O)Oc2ccccc2)c(C)c1 (stereo unspecified)	3	12	0	-3	3	11	-8	0.0	17	1	-0.5
Cc1ccc(-c2nc3ncccn3c2Nc2ccc3c(c2)OCCO3)cc1	8	-12	1	-6	3	-92	-2	0.0	-19	-82	0.2
Cc1cccc(N2CCN(C(=O)COCc3cc(-c4ccc5c(c4)OCO5)on3)CC2)c1C	3	-3	1	-2	-3	3	-2	-0.1	39	-3	1.4
CN(C)C(CNC(=O)c1ccc(S(=O)(=O)NCc2ccco2)cc1)c1ccccc1 (stereo unspecified)	4	-21	1	-2	-2	1	1	-0.1	-14	-5	1.3
O=[N+]([O-])c1cc(C(F)(F)F)ccc1NCCc1ccccn1	-1	-54	5	3	-2	-140	-3	-0.1	-64	-114	0.7
CCn1c(=S)[nH]c2sc3c(c2c1=O)CCCC3	-1	16	4	-5	1	-27	0	0.1	2	24	-0.4
COc1ccc(C2=NO[C@@H]3C(=O)N(c4ccc5c(c4)OCCO5)C(=O)[C@H]23)cc1OC	-8	5	-4	·	0	30	2	-0.3	34	-87	0.2
Cn1c(SCCCC(=O)c2ccc(Br)cc2)nnc1-c1ccncc1	-4	17	2	-5	-7	10	9	1.4	19	16	0.1
O=C(COc1ncnc2ccccc12)NCCC1=CCCCC1	-2	-11	-2	-5	-2	-11	0	-0.1	-1	-2	5.4
CCOC(=O)c1ccc(NC(=O)c2cc(C)nn2-c2ccccc2)cc1	-8	-2	5	-4	-18	-8	-4	0.0	-22	-13	0.9
O=C(NC1CCN(Cc2ccc(Cl)c(Cl)c2)CC1)c1ccccc1	2	14	-2	-19	-6	10	6	0.2	-8	26	-0.2
COc1ccc(NC(=O)N(C)C[C@H]2Oc3ccc(NC(=O)CCC(F)(F)F)cc3C(=O)N([C@H](C)CO)C[C@@H]2C)cc1	-4	5	·	-10	2	-1	0	-0.1	-5	-2	6.5
Cc1ccc(S(=O)(=O)N2CCOCC2)cc1C(=O)OCC(=O)c1c(N)n(C)c(=O)n(C)c1=O	4	-5	·	-18	2	10	2	-0.4	0	24	-0.1
COc1ccc(-n2c(=O)[nH]c3cc(C(=O)NCCc4ccc(Cl)cc4)ccc3c2=O)cc1OC	-11	13	-1	-6	-3	23	-6	0.2	11	21	-0.6
COc1ccc(C(C(=O)NC(C)(C)C)N(Cc2ccco2)C(=O)CCC(=O)Nc2ccccn2)cc1 (stereo unspecified)	-3	10	0	-3	4	8	15	0.1	-31	4	-0.4
COc1ccc(-c2csc(NC(C)c3nc4cc(C(F)(F)F)ccc4n3CCOCCO)n2)cc1 (stereo unspecified)	2	7	2	-10	0	12	0	0.2	1	17	-2.9
Cc1nn(-c2ccc(F)cc2)c(N)c1C1(O)C(=O)Nc2ccccc21 (stereo unspecified)	-1	5	-1	-5	-3	14	1	0.0	-9	4	-0.2
O=C(COc1ccccc1)NNC1=NS(=O)(=O)c2ccccc21	-5	5	0	-6	3	4	2	-0.5	-10	2	0.0
COc1ccc(S(=O)(=O)N2CCOCC2)cc1NC(=O)Cc1cccs1	-4	4	-2	-6	3	-3	-3	0.0	6	5	-0.5
CCN1CCN(C(=O)C2CCN(S(=O)(=O)c3cccc4cccnc34)CC2)CC1	4	-7	0	-3	-6	6	-5	-0.1	1	0	-0.3
Cc1[nH]c(C)c(S(=O)(=O)NCCc2ccc(S(N)(=O)=O)cc2)c1C(=O)N1CCCC1	3	8	-2	-5	7	3	-5	-0.2	-29	7	0.7
Cc1ccc(C(=O)CSc2nnc(COc3cc(C)cc(C)c3)o2)cc1	2	10	-1	-5	5	10	2	1.5	-35	7	1.4
CC(C(=O)Nc1ccccc1Cl)c1ccc([N+](=O)[O-])cc1 (stereo unspecified)	11	8	4	6	-1	11	4	-0.1	-29	17	-0.3
O=C(O)CC(CC(=O)O)(C(=O)O)c1ccccc1	10	0	4	-2	7	13	-8	-0.1	-2	9	-0.7
O=C(CNCC1(N2CCOCC2)CCCCC1)Nc1ccc(Cl)cc1	-4	13	5	5	-6	6	4	-0.1	-3	2	-3.2
CCOc1cc(C=O)ccc1OCCSc1ccc(C)cc1	-10	-9	1	-8	2	-34	3	0.0	-17	-23	-0.4
Cc1ccc(C2C3=C(CCCC3=O)OC3=C2C(=O)CCC3)cc1	-8	6	4	-4	8	20	-2	0.1	9	1	0.9
COc1cc(NC(=O)c2cc(-c3cccs3)on2)cc(OC)c1OC	·	3	1	-4	7	-28	31	0.2	-68	1	-0.6
COc1ccc(CCNC(=O)c2ccccc2NS(=O)(=O)c2cc(C(=O)O)ccc2OC)cc1	6	-5	-1	-5	16	13	-3	0.0	-23	3	0.6
Cc1nc2c(c(=O)n1CCC(C)C)c1nc3ccccc3nc1n2CC1CCCO1 (stereo unspecified)	-18	3	4	3	1	7	-5	0.0	-11	13	0.2
COc1cc(CO)ccc1OCc1nnnn1-c1ccc(C)cc1	0	-4	2	-3	-3	13	2	-0.2	12	0	-2.0
CCOC(=O)c1c(NC(=O)c2cccs2)sc(C)c1CC	-7	-6	5	·	3	-18	2	0.3	-4	-6	1.8
COc1cc(C(=O)OCC(=O)Nc2ccc(OC(F)F)cc2)cc(OC)c1OC	6	2	0	-4	8	14	30	0.0	-23	0	-0.2
COc1cc([N+](=O)[O-])ccc1NC(=O)CCCOc1ccc(C)cc1	0	0	-2	-5	-7	13	5	0.0	1	-4	-2.2
CCOc1ccc(C(=O)Nc2ccc3nc(N4CCN(CC)CC4)cc(C)c3c2)cc1	-6	4	3	-5	-7	19	63*	-0.1	-29	-2	-0.8
Cc1cc2c(=O)n(C)c(SCC(=O)Nc3cccc(O)c3)nc2s1	8	10	0	-4	-3	6	15	0.2	-11	-7	0.3
CCc1nc(NCCc2ccccn2)c2nnn(Cc3ccccc3F)c2n1	-2	3	1	-4	2	2	-2	-0.1	1	21	3.1
Cc1cc(C)c(C#N)c(Nc2ccccc2C)n1	-9	19	1	-5	-4	8	-2	0.1	31	21	-0.4
COc1cc(NC(=O)CSc2nc3[nH]ncc3c(=O)n2-c2ccc(Cl)cc2)cc(OC)c1	-18	11	-1	-3	0	14	6	0.8	-12	13	0.6
Cc1ccc(NCc2ccccc2)cc1	-1	-17	3	-7	2	-18	2	-0.3	-1	-36	0.1
C[C@@H]1CN([C@@H](C)CO)C(=O)CCCn2cc(nn2)CO[C@H]1CN(C)S(=O)(=O)c1ccc(-c2ccccc2)cc1	-1	·	·	-5	0	0	-1	0.0	-26	7	1.3
CCC[C@@H]1Cc2ccccc2N1C(C)=O	0	-18	-2	-10	-12	5	27	-0.2	3	-10	-3.0
C/C(=N\Nc1nc(N2CCOCC2)nc(N2CCOCC2)n1)c1ccc([N+](=O)[O-])cc1	5	8	0	-4	-7	19	0	0.4	21	4	-2.5
COc1ccccc1/C=C/C(=O)Nc1cccnc1	-1	-49	3	-16	5	-212	1	0.2	20	-156	-0.4
CC(C)CCn1c(SCC(=O)N2CC(=O)Nc3ccccc32)nc2scc(-c3cccs3)c2c1=O	-1	7	-2	·	-9	6	1	-0.1	-31	-4	-1.5
CCOc1ccc(S(=O)(=O)N2CCC(C(=O)NCC(=O)Nc3cccc(Cl)c3C)CC2)cc1	-2	16	1	-5	-5	-11	-1	-0.2	-2	16	-0.5
COc1ccccc1N1CCN(C(=O)c2cc3c(=O)n(C)c4ccccc4c3n2C)CC1	-7	1	3	-2	·	19	0	0.0	7	22	3.9

The closing 4 entries of the section before lead into the next.
SMILES	Vif inh	TRPM1 prom inh	NR2E3 ag-1	CaV13 ICDI inh	PDI inh	HIF-2a block	Granule exo inh	aDG glyco up	NR2E3 ag-2	Peg3 prom inh	iPSC survival up
COc1ccccc1/C=C/C(=O)Nc1cccnc1	-1	-49	3	-16	5	-212	1	0.2	20	-156	-0.4
CC(C)CCn1c(SCC(=O)N2CC(=O)Nc3ccccc32)nc2scc(-c3cccs3)c2c1=O	-1	7	-2	·	-9	6	1	-0.1	-31	-4	-1.5
CCOc1ccc(S(=O)(=O)N2CCC(C(=O)NCC(=O)Nc3cccc(Cl)c3C)CC2)cc1	-2	16	1	-5	-5	-11	-1	-0.2	-2	16	-0.5
COc1ccccc1N1CCN(C(=O)c2cc3c(=O)n(C)c4ccccc4c3n2C)CC1	-7	1	3	-2	·	19	0	0.0	7	22	3.9
COc1cccc(C(=O)N2c3ccccc3Sc3ccccc32)c1	3	-4	-2	-5	2	4	16	0.2	1	36	-1.2
CC(C)(C)NC(=O)Nc1ccc2nccnc2c1	-8	-56	3	-6	-8	-145	-5	0.4	-48	-164	-2.4
Cc1onc(-c2ccc(Cl)cc2Cl)c1-c1csc(N/N=C/c2ccccc2)n1	-6	5	-2	-5	3	22	0	-0.1	-36	32	-0.5
COC(=O)c1ccccc1-n1c(CCC(=O)O)ccc1-c1ccc(F)cc1	1	4	-3	-4	2	-10	2	0.0	14	18	0.7
COC(=O)Cn1c2ccccc2c(=O)n1C(C)CBr (stereo unspecified)	·	·	·	-5	·	3	-5	0.2	-22	·	0.3
CN(C)/C=N/c1ncnc2c1cnn2-c1ccc(C(F)(F)F)cn1	4	-48	·	-9	-17	-172	2	0.0	-11	-199	-1.9
Fc1ccc(OCCOCCN2CCNCC2)cc1	-4	-4	-2	-3	5	16	-3	0.1	-14	-1	-0.6
CCCCCCCCCCCCCCCC[n+]1ccc(/C=N/O)cc1	-4	78*	-1	·	1	70*	9	-0.4	-17	104*	-1.9
Nc1nnc(SCCN2C(=O)c3ccccc3S2(=O)=O)s1	8	-11	-2	-6	-3	9	-3	0.1	-16	13	-0.8
Cc1nn2c(=O)cc(CSc3nc4ccccc4[nH]3)nc2s1	·	3	-2	10	·	9	3	-0.1	-29	3	0.8

Compounds were not picked by outcome, and some 3.5% of all compounds hit somewhere here.
